D2 ag: D2 dopamine receptor (human) agonism; activation, % at 2 µM; AID 485358; HEK293 T-REx D2 cells, calcium flux agonist mode; 340,000 compounds, 0.53% hits; P14416;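 active = activation over 3 SD above normal in the single-dose calcium agonist read, cut at about 30% in these data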; note: 0% is about no effect
Target sequence (P14416 whole entry, looked up): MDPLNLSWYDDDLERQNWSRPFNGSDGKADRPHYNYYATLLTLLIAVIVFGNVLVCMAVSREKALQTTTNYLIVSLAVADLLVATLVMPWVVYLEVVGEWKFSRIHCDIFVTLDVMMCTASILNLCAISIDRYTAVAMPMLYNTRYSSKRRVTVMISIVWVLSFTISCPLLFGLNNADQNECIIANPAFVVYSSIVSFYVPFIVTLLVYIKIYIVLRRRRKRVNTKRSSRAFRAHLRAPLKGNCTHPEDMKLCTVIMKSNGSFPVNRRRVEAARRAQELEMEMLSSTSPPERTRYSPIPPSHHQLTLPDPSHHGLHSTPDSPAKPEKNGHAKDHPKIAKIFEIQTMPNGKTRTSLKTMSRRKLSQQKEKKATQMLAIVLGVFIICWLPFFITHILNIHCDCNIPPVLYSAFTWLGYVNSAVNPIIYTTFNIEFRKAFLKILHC
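Tetracycline-induced HEK293 Trex cells with D2 receptor force-coupled to calcium signaling, plated overnight at 30 C and loaded with no-wash calcium dye. Calcium flux read kinetically for 180 s after compound addition; responses flag agonists.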
LDHA inh: blocks human lactate dehydrogenase A. P00338. purified LDHA, NADH/diaphorase-resazurin fluorescence; active compounds read low. activity change, % (values are at about 110 or 230 µM). 480,000 compounds, 0.15% hits; in the data active = activity change below about -30%; inconclusive = mostly about -25% to -30%;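 note: plate controls were DMSO wells for no effect and wells without enzyme for full effect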
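Human LDH5 at 2 nM final in Tris HCl pH 7.4 with 0.06 mM NADH and 0.2 mM pyruvate, reacted 5 minutes at room temperature. Remaining NADH coupled via diaphorase/resazurin; resorufin fluorescence read at 0 and 20 minutes, normalized to enzyme-free and DMSO wells.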
ERG-DNA inh: blocks human ERG Ets domain binding to DNA. P11308. Potency, µM (series often up to 76.9 µM), inactives show at the highest dose FP activity, negative = inhibition, hits mostly inhibitors. fluorescence polarization, His-ERG Ets domain / labelled DNA. AID 624246. 370,000 compounds, 0.028% hits; active = well fitted inhibition curve with a large enough effect in the polarisation, with a control signal flat; inconclusive = small, poorly fitted or top-dose-only effect, or effect the other way, or a change in a side signal; inactive = no such curve, though single readings can be large or run the other way; the % refers to the polarisation;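 note: polarization taken with two DNA probes labelled with fluorescein and Texas red; potency is the fitted concentration of half-maximal effect; % of control where 0% means no effect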
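His-tagged ERG Ets domain (1 uM in the protein solution; 300mM KCl, 50mM Tris-HCl, 1mM EDTA, 1mM DTT, pH 7.5) received compound, then a probe mix of 5 nM fluorescein-DNA and 100nM Texas-615-DNA. Fluorescence polarization was read for both dyes.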
Vif-A3G inh: Vif-A3G binding inhibition | Q9HC16 | HeLa A3G-eYFP + Vif (tagged APOBEC3G with the HIV-1 protein that degrades it), YFP fluorescence, overnight | Potency, µM (top dose mostly 46.1 µM), without a hit: at the top dose activity, negative = active, hits mostly inhibitors | 410,000 compounds, 0.076% hits;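 note: potency is the fitted concentration of half-maximal effect; % is set by controls: 0 for no effect and ±100 for the full control effect; nearly all actives have a fitted effect of over 60% in size; hits raise eYFP signal because A3G escapes Vif-driven loss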
Target sequence (Q9HC16 whole entry, looked up): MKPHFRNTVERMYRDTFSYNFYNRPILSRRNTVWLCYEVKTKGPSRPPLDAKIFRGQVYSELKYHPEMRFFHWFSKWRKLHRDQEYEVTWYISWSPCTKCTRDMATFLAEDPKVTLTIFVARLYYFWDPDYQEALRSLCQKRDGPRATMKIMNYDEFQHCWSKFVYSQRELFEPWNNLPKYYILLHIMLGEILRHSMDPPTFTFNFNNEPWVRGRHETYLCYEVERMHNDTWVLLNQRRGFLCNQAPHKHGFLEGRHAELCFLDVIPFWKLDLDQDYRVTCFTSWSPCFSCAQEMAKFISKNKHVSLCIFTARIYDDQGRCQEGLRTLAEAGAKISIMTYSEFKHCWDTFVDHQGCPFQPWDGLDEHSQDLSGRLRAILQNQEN
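Read-out is eYFP fluorescence (Ex 488/Em 500-530) from Vif-expressing HeLa A3G-eYFP cells; more signal means A3G escaped Vif-mediated degradation. Cells plated overnight, compound pinned in, incubated overnight at 37 deg C.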
RGS4 inh: inhibitors of human regulator of G protein signaling 4 | P49798 | Transcreener GDP fluorescence polarization, RGS4-accelerated GTP hydrolysis | Potency, µM (highest dose often 114 µM), for inactives: at the highest dose activity change, negative = inhibition, most hits filed as inhibitors | 390,000 compounds, 0.039% hits; note: potency is the fitted concentration of half-maximal effect; % is set by controls: 0 for no effect and ±100 for the full control effect; nearly all actives have a fitted effect of over 75% in size; some results filed as inactive show a strong effect at the top dose
Target sequence (P49798 whole entry, looked up): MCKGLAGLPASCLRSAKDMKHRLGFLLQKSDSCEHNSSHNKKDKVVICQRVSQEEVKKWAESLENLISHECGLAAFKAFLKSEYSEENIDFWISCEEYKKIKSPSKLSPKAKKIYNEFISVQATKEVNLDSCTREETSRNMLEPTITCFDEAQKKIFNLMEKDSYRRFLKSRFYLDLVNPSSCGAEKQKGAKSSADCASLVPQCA
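MLSMR compounds (23 nl, pin-transferred) preincubated 10 min at room temperature with a 500nM (2x) first reagent, then RGS4 at 900nM (2x) plus Transcreener GDP mix added; fluorescence polarization (620/688 nm) read before and after 90 min at 30 °C.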
GRP78 ERSR act: induces the endoplasmic reticulum stress response in human glioma cells; 420,000 compounds, 0.02% hits; AID 602332; U87-MG GRP78 promoter luciferase reporter, 16 h; Potency, µM, inactives show at the highest dose activation, most hits filed as activators; note: potency is the fitted concentration of half-maximal effect; series mostly up to about 76 µM; % of control where 0% means no effect; nearly all actives have a fitted effect of over 35% in size
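Stably transfected U87-MG glioma cells carrying a GRP78-based luciferase sensor; 16 h compound incubation. Luminescence end-point read 10 min after Bright-Glo addition at room temperature.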
ALOX12 inh: blocks human arachidonate 12S-lipoxygenase. P18054. purified 12hLO, xylenol orange hydroperoxide absorbance. Potency, µM (titrated, usually from 108 µM), for the others: top-dose activity change, negative = inhibition, usual class: inhibitors. 580,000 compounds, 1.1% hits. AID 1671190; note: potency is the fitted concentration of half-maximal effect; % is set by controls: 0 for no effect and ±100 for the full control effect
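Hydroperoxide product was detected by ferrous iron/xylenol orange as the 573 to 405 nm absorbance ratio. Arachidonic acid at 40 uM (final) was turned over for 30 min at room temperature by 150 nM human 12hLO, pH 7.0 Hepes buffer, after 15 min compound preincubation.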
D2 antag: antagonists of human D2 dopamine receptor; 340,000 compounds, 2% hits; HEK293 TREx D2 cells, calcium flux, dopamine EC80; P14416; inhibition, % at 10 µM; in the data active = inhibition above about 30%; note: 0% is about no effect
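In this primary screen, negative modulation is detected by tracking calcium flux after an EC80 dopamine challenge in inducible HEK293 T-REx D2 cells preexposed to test compound for 180 s.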
Vif-APOBEC3F blk: blocks the Vif interaction with APOBEC3F | Potency, µM (highest dose often 46.1 µM), without a hit: top-dose activity, negative = active | AID 602313 | HeLa A3F-eYFP + Vif (tagged APOBEC3F with the HIV-1 protein that degrades it), YFP fluorescence increase | 390,000 compounds, 0.2% hits; note: potency is the fitted concentration of half-maximal effect; % of control where 0% means no effect; nearly all actives have a fitted effect of over 65% in size
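Fluorescence increase (Ex 488/Em 500-530) after overnight compound treatment at 37 deg C flags inhibition of Vif-driven A3F-eYFP loss in stable HeLa A3F-eYFP/Vif cells seeded overnight beforehand.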
* hit, by the source's call; ? = inconclusive; . = not tested or not shown; & = joins results of further samples; [ ] = remark or other dose. Unless noted, calls come from the whole dose curve; as a rule, active = well fitted curve in the direction sought with a large enough effect; inconclusive = small, poorly fitted or top-dose-only effect, or another doubt; inactive = no such curve, though single readings can be large; an effect the other way counts as inactive or inconclusive. Not all compounds are listed; rates above refer to the full screens.

| molecule | Vif-APOBEC3F blk | D2 ag | Vif-A3G inh | D2 antag | RGS4 inh | LDHA inh | GRP78 ERSR act | ALOX12 inh | ERG-DNA inh |
| --- | --- | --- | --- | --- | --- | --- | --- | --- | --- |
| O=C(CSc1ccccc1Cl)N1CCC(c2nc3ccccc3s2)CC1 | 5% | 0.0 | 0% | 20 | 0% | 0 | -6% | -15% | -11% |
| CC(=O)c1sc(NC(=O)c2ccc(F)c(S(=O)(=O)N3CCOCC3)c2)nc1C | -9% | 0.9 | -1% | -36 | -1% | -5 | -6% | 14% | -3% |
| Cc1ccc(C)c2c1cc(C)c1nnc(SCC(=O)Nc3nc4c(s3)CCCC4)n12 | 1% | -0.3 | -29% | -16 | 6% | -14 | -6% | -14% | -18% |
| CCC(=O)N1CCc2cc(OC)c(OC)cc2C1COc1ccc(C(=O)OC)cc1 (configuration not stated) | -4% | 0.3 | 0% | -5 | 5% | -9 | 1% | 10% | -7% |
| Cc1ccc(OCCCn2c(-c3ccc(Cl)cc3)nc3ccccc3c2=O)cc1C | 3% | 0.5 | 2% | . | 18% | -13 | 1% | -12% | -6% |
| Cc1ccc(NC(=O)c2ccc(=O)n(Cc3ccccc3C)c2)c(C)c1 | -3% | 1.4 | -5% | . | 9% | -14 | -4% | -18% | -11% |
| Cc1ccc(S(=O)(=O)N2CCC(C(=O)O)CC2)cc1 | 3% | 0.6 | 0% | -9 | 26% | -5 | -4% | 0% | 1% |
| CC1CCCCN1CCCNC(=O)c1cc(Br)c(Br)[nH]1 (configuration not stated) | ? | 0.0 | 2% | -5 | -8% | 1 | 0% | 19% | 0% |
| Cc1ccc(S(=O)(=O)/N=C(/c2ccccc2)N2CCOCC2)c(C)c1 | -25% | 0.3 | 3% | -2 | 23% | -6 | -1% | 0% | 1% |
| COc1ccc(C(=O)CSc2c(C(C)C)cnc3c2c(=O)n(C)c(=O)n3C)cc1 | 1% | -0.2 | -2% | . | -47% | -2 | -3% | -17% | 7% |
| CCC(=O)N(C)CCc1cc2c(c(OC)c1/C=N/NC(=O)c1ccncc1)OCO2 | -2% | -1.8 | 1% | -19 | -2% | -2 | -4% | 415%[activator] | 7% |
| Cc1ccc(N2CC(C(=O)Nc3cccc(C(=O)NC4CC4)c3)CC2=O)cc1 (configuration not stated) | 4% | 0.3 | -1% | -43 | 3% | -8 | 1% | 17% | 1% |
| COC(=O)Nc1nnc(-c2ccc(OC)cc2)s1 | -20% | . | -8% | . | 4% | -8 | -5% | 0% | 4% |
| CCOc1ccc(-c2noc(CCC(=O)O)n2)cc1 | -2% | -0.4 | 3% | 4 | 13% | -13 | -10% | 467%[activator] | -6% |
| CCn1c2ccccc2c2cc(NC(=O)COc3ccc(C)cc3C)ccc21 | . | 0.7 | . | . | 20% | 4 | . | -9% | 0% |
| CC(=O)Nc1ccc(NC(=O)CCNS(=O)(=O)c2cccc3nsnc23)cc1 | -1%&-1% | -0.3&0.7 | 0%&0% | 3 | 10%&-3% | -1&4 | -5%&-3% | -34% | -5%&22% |
| Cc1ccc(-c2nn(-c3ccccn3)c(=O)c3ccccc23)cc1 | -2% | -0.1 | -6% | -7 | 37% | -6 | 0% | -8% | 8% |
| COc1ccc(C(CNC(=O)C(=O)Nc2ccc3c(c2)OCO3)N2CCN(C)CC2)cc1 (configuration not stated) | 2% | 0.0 | 3% | 1 | -12% | -2 | -4% | ? | 5% |
| O=C(c1ccc(N2CCCC2=O)cc1)N1CCCCCC1 | 3% | 0.4 | 0% | 8 | 29% | -4 | -5% | 0% | 3% |
| COc1cccc(OCC(O)CN2CCN(C)CC2)c1 (configuration not stated) | 11% | -0.1 | 2% | -16 | -1% | ? | 0% | ? | -8% |
| CC(/C=C/c1ccc(N(C)C)cc1)=N\N=C(/N)SC1CC(=O)N(c2ccc(C(=O)O)cc2)C1=O (configuration not stated) | 25µM* | 14 | -15% | 1 | -18% | 1 | -4% | ? | 13% |
| CC(=O)Nc1nc(-c2ccc3c(c2)CC(C)N3C(=O)C2CC2)c(C)s1 (configuration not stated) | 1% | 0.3 | 3% | 16 | -26% | -11 | 5% | 3% | -15% |
| CC(NCc1ccc2c(c1)OCO2)c1ccccc1 (configuration not stated) | 14% | 0.8 | 1% | -4 | 22% | -12 | -5% | 12% | 2% |
| CCOC(=O)N1CCN(C(=O)CNC(=O)c2nn(-c3ccc(OC)c(Cl)c3)c(=O)c3ccccc23)CC1 | 2% | -1.3 | -1% | -7 | -12% | -7 | 3% | 7% | 11% |
| COc1cccc(N2CCN(C(=O)c3cc4ccc(OC)cc4[nH]3)CC2)c1 | -11% | . | -6% | . | -40% | 5 | -2% | ? | -4% |
| CCOC(=O)c1sc2cccc(Cl)c2c1N | -2% | 0.6 | 1% | -24 | 9% | -2 | 2% | 1% | -9% |
| COc1ccccc1N(CC(=O)N1CCCCCC1)S(C)(=O)=O | 1% | 0.2 | 0% | -22 | -17% | -15 | -6% | 19% | . |
| Cc1ccc(N(CC(=O)NC2CCCC2)C(=O)c2c(C)noc2C)cc1C | 1% | -0.3 | 1% | 0 | 18% | -5 | -6% | 0% | -26% |
| CC1CN(S(=O)(=O)c2ccc(C(=O)N(CCCN(C)C)c3nc4cc5c(cc4s3)OCCO5)cc2)CC(C)O1 (configuration not stated) | 10% | -0.1 | 3% | 11 | 15% | -10 | -1% | 2% | 2% |
| CN(C)Cc1ccccc1C(O)(c1ccccc1)c1ccccc1 | 0% | 1.4 | -5% | 9 | ? | 2 | 0% | -12% | 13% |
| CCCCOc1ccc(-c2nc(-c3cccnc3)no2)cc1 | 0% | -0.5 | 0% | 34* | -31% | -9 | 5% | ? | -1% |
| COc1cccc(N2CCN(C(=O)CN(c3cc(C)cc(C)c3)S(=O)(=O)c3c(C)noc3C)CC2)c1 | 7% | -1.5 | 2% | -6 | 9% | 2 | -3% | -8% | -22% |
| COc1ccc(NC(=O)c2sc3nc4c(c(-c5ccc(OC)cc5)c3c2N)C(=O)CC(C)(C)C4)cc1 | . | -1.9 | . | . | 1% | -3 | . | -11% | 1% |
| C=CCOc1ccc(/C=N/NC(=O)CN2CCOCC2)cc1OCC | -10% | 3.2 | 0% | -8 | 0% | 4 | -1% | 11% | -12% |
| Cc1ccc(-c2ccc(C(=O)NCCCNC(=O)c3cnccn3)o2)cc1Cl | 5% | 0.9 | -2% | 4 | -43% | 3 | 6% | -2% | 1% |
| Cc1ccc(C(=O)N[C@H](C(=O)N2CCN(c3ncccn3)CC2)C(C)C)cc1 | 1% | . | -1% | . | . | -1 | -5% | -8% | . |
| COc1ccc(CCNc2nc(C)nc3c2oc2ccccc23)cc1OC | 1% | -0.3 | -19% | -2 | -11% | -2 | -12% | -18% | 1% |
| Nc1nc(Cl)nc2c1ncn2C1CC(O)C(CO)O1 (configuration not stated) | -4% | 1.4 | 1% | 9 | 14% | -6 | -1%&-4% | 1% | 4% |
| CCc1ccc(C(=O)COC(=O)c2n[nH]c3ccccc23)cc1 | 2% | . | 2% | . | -7% | -1 | -2% | -12% | 1% |
| O=C(CCc1ccccc1)N1CCc2c([nH]c3ccccc23)C1c1ccc(F)cc1 (configuration not stated) | 1% | 1.6 | -2% | . | 34% | -5 | -3% | -28% | -3% |
| CC1CCCC/C1=N\NC(=S)Nc1ccccc1 (configuration not stated) | ? | -0.9 | 0% | -6 | 10% | 0 | 5% | ? | 6% |
| Cc1nc2ccc(S(=O)(=O)CCC(=O)Nc3ccc(C(C)C)cc3)cc2s1 | 10% | 0.2 | 3% | . | 5% | -6 | -1% | -18% | 1% |
| Cc1ccc(NC(=O)CNCc2ccccn2)cc1S(=O)(=O)N(C)C | -31% | -0.1 | 8% | -9 | -15% | -11 | 1% | 20% | -7% |
| O=C(NCc1ccco1)c1c(O)c2cccc3c2n(c1=O)CCC3 | 0% | -1.2 | 9% | 7 | 2% | -6 | -1% | 5% | -12% |
| Cc1ccc2cc(CN(CCO)Cc3nnnn3Cc3ccc(F)cc3)c(=O)[nH]c2c1 | -8% | . | 6% | . | -12% | -6 | -2% | -22% | 2% |
| Cc1ccc(C(=O)Oc2ccc3ccc(=O)oc3c2)cc1 | -12% | 2.1 | 2% | 24 | -21% | -3 | -3% | -1% | 0% |
| CC1(C(=O)NCc2ccc(C(F)(F)F)cc2)CCN1Cc1ccc(-c2ccccc2)o1 (configuration not stated) | . | . | -7% | . | . | 3 | -1% | ? | . |
| CCc1sc(C(C2C(=O)CC(C)(C)CC2=O)C2C(=O)CC(C)(C)CC2=O)cc1[N+](=O)[O-] | -4% | 0.4 | -1% | 5 | -132% | -11 | -16% | ? | -2% |
| Cc1ccc(/C=N/N2CCN(C3c4ccccc4-c4ccccc43)CC2)o1 | 12% | 0.3 | -6% | 6 | -33% | -3 | -4% | ? | -9% |
| Cc1cc([N+](=O)[O-])cc2c1NC(=O)C2(O)N1CCCCCC1 (configuration not stated) | 6% | 0.9 | -6% | 3 | 2% | -2 | -4% | -28% | 12% |
| CCn1cc(C(=O)OC)c(=O)c2cc(S(=O)(=O)N(C)C3CCCCC3)ccc21 | -6% | . | 2% | . | -2% | 0 | -5% | -11% | -8% |
